# Screening results: PubChem BioAssay, several laboratories
# proKLK7 act: activators of human kallikrein-7 zymogen. activation, % at 7 µM. AID 652039. 370,000 compounds, 0.9% hits. P49862. purified proKLK7, EDANS-DABCYL substrate fluorescence; 100% is mature enzyme control, 0% vehicle;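 active means activation above the mean of all tested compounds plus 3 SD, computed per campaign excluding outliers beyond control limits, cut at about 13% in these data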
# GAA850 FXN act: activators of GAA850 frataxin (FXN) promoter; HEK293 lucGAA850 FXN promoter luciferase reporter, 24 h; percent of 10 µM SAHA response; activation, % at 6 µM; 360,000 compounds, 0.56% hits;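 active means activation above the average of all compounds screened plus 3 SD, cutoff fixed separately per campaign, cut at about 7.5% in these data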;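 further: 0% = DMSO wells and 100% = 10 µM SAHA wells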
# NPR1 activator: GC-A (human) enzyme activation; P16066; HEK293 GC-A cells, cGMP TR-FRET, EC30 ANP; 0% at EC30 ANP, 100% saturating ANP; activation, % at 10 µM; 370,000 compounds, 0.14% hits; AID 1671463; in the data active means activation above about 40%
# ssDAF12 agonist: S. stercoralis DAF-12 activation, primary screen; HEK293 ssDAF-12/GRIP1 lit1-tk-luc reporter, luminescence; % of 3 µM dafachronic acid response; activation, % at 6.8 µM; 370,000 compounds, 1% hits; AID 652126;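 active means activation above the mean over all tested compounds plus 3 SD, cut at about 0.9% in these data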;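 further: 0% = DMSO-only wells and 100% = 3 µM delta7-dafachronic acid wells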
# hgDAF12 agonist: activates the H. glycines DAF-12 receptor ligand-binding domain | activation, % at 6.8 µM | 370,000 compounds, 1.8% hits | HEK293 GAL4-hgDAF12 UAS-luciferase reporter, agonist luminescence; normalized to butyrate control;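 active means activation above a cutoff set at the mean of all screened compounds plus 3 SD, cut at about 10% in these data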;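 further: 0% = DMSO wells and 100% = sodium butyrate wells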
# hcDAF-12 act: activates DAF-12 receptor from parasite H. contortus | HEK293 hcDAF-12 lit1-tk-luc reporter, luminescence; 0% DMSO, 100% Δ7-dafachronic acid | activation, % at 6.8 µM | 370,000 compounds, 1.4% hits;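 active means activation above the mean of all tested compounds plus 3 SD, cut at about 5.5% in these data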;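 further: 100% = response to 3 µM Δ7-dafachronic acid high control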
# DAX1 inh-1: inhibitors of human orphan nuclear receptor DAX1 (NR0B1). AID 504766. HEK293 Gal4-DAX1 luciferase reporter, luminescence. 340,000 compounds, 0.99% hits. inhibition, % at 6.75 µM. P51843;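 active means inhibition above the mean over all tested compounds plus 3 SD, cut at about 4.2% in these data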;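 further: 0% = DAX1-transfected cells with DMSO and 100% = empty-vector control cells with DMSO; inhibition shows as a rise in luminescence from relieved DAX1 repression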
# DAX1 inh-2: blocks DAX1 repression of SF-1 activated StAR promoter; HEK293T StAR-luciferase reporter, SF-1/DAX-1 repression relief; AID 652010; 370,000 compounds, 1.1% hits; inhibition, % at 6.8 µM;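 active means inhibition above the mean over all tested compounds plus 3 SD, cut at about 3.6% in these data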;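 further: 0% = DAX-1 cells with DMSO and 100% = cells lacking DAX-1 with DMSO; higher inhibition means more luminescence from relief of DAX-1 repression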
# HGIII-sPLA2 inh: Blocks human group III sPLA2 activity. QFRET BODIPY PC-A2 liposome hydrolysis, fluorescence. inhibition, % at 12.2 µM. 370,000 compounds, 0.56% hits;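 active means inhibition above mean plus 3 SD of compounds lying within the high and low control bounds, cut at about 19% in these data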;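 further: 0% = median of test compound wells and 100% = no enzyme DMSO wells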
# SMARCA2 activ: SMARCA2 function activation, primary screen; MG213 cells, MMTV-luciferase reporter, dexamethasone, overnight; activation, % at 9.1 µM; 370,000 compounds, 1% hits; AID 652017; in the data active means activation above about 7.8%;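 further: 0% = vehicle wells and 100% = reference activator wells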
# GC-B act: GC-B (human) receptor activation | P20594 | HEK293-GC-B cells, CNP EC30, cGMP TR-FRET; 0% at EC30 CNP, 100% saturating CNP | 370,000 compounds, 0.11% hits | activation, % at 10 µM | AID 1920062;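 active means activation at 10 µM reaching about 35% in either raw or pattern-adjusted values, limit read from the data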
# Target sequence (P20594 whole entry, looked up): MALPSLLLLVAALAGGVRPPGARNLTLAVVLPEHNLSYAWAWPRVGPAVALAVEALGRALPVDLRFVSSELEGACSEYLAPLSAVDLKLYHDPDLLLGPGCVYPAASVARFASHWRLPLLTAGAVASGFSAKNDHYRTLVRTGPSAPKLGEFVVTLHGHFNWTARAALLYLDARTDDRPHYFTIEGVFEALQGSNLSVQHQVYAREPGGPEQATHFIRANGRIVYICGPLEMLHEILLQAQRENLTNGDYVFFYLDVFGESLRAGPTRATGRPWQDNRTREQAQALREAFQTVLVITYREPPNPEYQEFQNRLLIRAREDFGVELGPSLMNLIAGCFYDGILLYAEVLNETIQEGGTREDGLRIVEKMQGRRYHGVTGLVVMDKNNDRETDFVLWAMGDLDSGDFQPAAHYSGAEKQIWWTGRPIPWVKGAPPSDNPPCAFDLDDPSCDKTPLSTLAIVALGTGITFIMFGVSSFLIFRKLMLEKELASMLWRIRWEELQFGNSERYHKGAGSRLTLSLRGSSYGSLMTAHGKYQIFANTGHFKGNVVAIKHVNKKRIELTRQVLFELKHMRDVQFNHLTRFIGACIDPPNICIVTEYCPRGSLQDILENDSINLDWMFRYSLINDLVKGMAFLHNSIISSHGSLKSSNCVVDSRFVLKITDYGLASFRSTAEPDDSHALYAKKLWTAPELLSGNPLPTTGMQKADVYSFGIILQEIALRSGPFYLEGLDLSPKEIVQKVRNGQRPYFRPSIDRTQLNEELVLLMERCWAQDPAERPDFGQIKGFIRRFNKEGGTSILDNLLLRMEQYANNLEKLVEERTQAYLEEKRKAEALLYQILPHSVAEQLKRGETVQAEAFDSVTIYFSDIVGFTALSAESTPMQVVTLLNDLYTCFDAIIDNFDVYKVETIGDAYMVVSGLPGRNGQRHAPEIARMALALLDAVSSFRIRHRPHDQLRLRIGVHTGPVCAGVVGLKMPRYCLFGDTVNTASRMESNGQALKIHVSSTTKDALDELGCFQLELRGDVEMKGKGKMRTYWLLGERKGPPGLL
# Starred values were filed as active, the others as inactive; · = not tested or not shown.
SMILES,proKLK7 act,GAA850 FXN act,NPR1 activator,ssDAF12 agonist,hgDAF12 agonist,hcDAF-12 act,DAX1 inh-1,DAX1 inh-2,HGIII-sPLA2 inh,SMARCA2 activ,GC-B act
Cc1ccc(-c2nc(N(C)C3CCN(C)CC3)c3ccccc3n2)cc1,-0.7,7.3,14,0.1,5.5,6.0*,1.6,1.3,-1,8,-5
CCCCn1c(O)c(C(CC)=NCCc2ccccc2)c(=O)[nH]c1=O,0.3,0.0,21,-0.9,-2.6,0.2,0.5,-0.4,-6,-1,21
O=C1/C(=C/c2ccncc2)N2CCC1CC2,0.8,-1.2,6,-1.7,-1.9,-0.2,-0.7,-0.6,5,2,2
CC(=O)OC1CC[C@@]2(C)C(=CC(=O)C3C4CCC(OC(C)=O)[C@@]4(C)CCC32)C1 (some centres not stated),0.1,0.2,-3,0.1,1.3,-0.6,0.1,-0.4,-3,-4,1
O=[P+](Cc1ccccc1)Cc1ccccc1,-0.8,-0.7,-1,-1.2,-2.8,-1.0,0.2,-0.7,6,-6,1
O=C(C1CCN(S(=O)(=O)N2CCOCC2)CC1)N1CCC2(CC1)OCCO2,-11,-0.6,-1,-1.3,0.1,-2.0,0.7,0.0,7,-6,3
CCN1C[C@]2(CO)CC[C@H](OC)[C@@]34C2[C@H](OC)[C@@](O)(C13)[C@@]1(O)C[C@H](OC)[C@H]2C[C@@H]4[C@@H]1[C@H]2OC,0.3,0.2,4,-0.4,0.0,0.7,0.2,0.4,-5,-2,1
Cc1ccc(-n2c(O)c(C=NC3CCCC3)c(=O)[nH]c2=O)c(C)c1,-0.2,-0.8,2,-0.9,0.1,0.2,-0.4,-0.2,9,-2,-2
N[C@@H](Cc1c[nH]c2ccccc12)c1nnc(SCc2c(F)cccc2Cl)o1,2.1,-1.5,-3,-1.7,0.4,-0.2,0.0,0.0,-21,0,1
CC(CCc1ccccc1)NCCC#N (configuration not stated),-0.5,2.0,4,-0.5,-1.2,-1.9,0.5,-0.5,3,6,-1
COc1cc(O)c2c(c1)/C=C/C[C@H](O)[C@H](O)[C@@H](O)/C=C/C[C@H](C)OC2=O,0.2,·,2,-0.2,0.2,-2.1,·,0.8,14,1,-3
COc1ccccc1N1CCN(Cc2cc(C)c(C)cc2O)CC1,0.0,0.4,-2,-1.8,-1.7,-3.2,0.1,-0.6,3,-3,1
Cc1c(C)c2ccc(OCC(=O)N3CCC(C(=O)O)(c4ccccc4)CC3)cc2oc1=O,3.7,-0.6,0,-1.6,0.7,0.1,1.5,-1.4,-6,1,1
CC(C)OC(=O)Cc1ccccc1,-0.2,0.6,3,-1.2,-1.3,-1.7,-0.2,0.8,-2,-2,-5
Oc1cc2c(cc1CN1CCN(c3ccccc3)CC1)OCO2,0.3,0.1,-1,-1.2,-2.4,-0.5,-0.5,0.6,16,-2,4
CC1CN(c2cc([N+](=O)[O-])ccc2Cl)CC(C)N1 (configuration not stated),-0.4,0.8,-1,-1.4,-0.6,-1.5,-1.5,0.1,5,2,3
Cn1cc(C(=O)N2CCC3(CC2)OCCO3)c2c3ccccc3n(C)c2c1=O,0.6,1.3,-1,-0.8,0.6,-1.1,0.1,0.6,7,-2,6
CCCCOc1nc2ccccc2c(=O)n1-c1ccccc1,0.9,-1.8,-2,-1.1,0.6,-1.9,0.1,-0.9,3,-2,-7
C[n+]1ccc(-c2ccncc2)cc1,0.1,0.5,1,-1.1,-0.3,-0.8,0.7,0.6,2,2,-4
O=C1CSC2N1CCNC21CCCCC1 (configuration not stated),-0.6,0.2,4,-1.4,-0.3,0.3,-0.1,0.7,2,-1,2
C=C(C)CC1(CC)C(=O)NC(=S)NC1=O,-0.5,0.2,3,-0.2,-1.7,0.5,·,0.4,-1,-6,6
O=C(COc1ccc2ccccc2c1)N1CCN(CC2CC3C=CC2C3)CC1 (configuration not stated),-0.5,-1.7,-1,-0.8,-2.6,-0.7,0.4,-0.6,-16,1,-4
COc1ccccc1-n1c(O)c(C=NCCCn2ccnc2)c(=O)[nH]c1=O,-0.3,-0.7,-2,-1.9,-1.9,0.2,-0.2,0.3,4,-1,6
COc1cccc(-n2c(O)c(C=NCCN3CCOCC3)c(=O)[nH]c2=O)c1,0.2,-0.1,6,-1.1,1.3,-0.7,1.0,0.0,0,1,2
COc1cccc(N2C(=O)CC(=O)NC2=O)c1,-0.1,-1.4,-1,0.3,3.1,1.5,0.5,0.3,-9,-3,-1

# Continuation:
SMILES,proKLK7 act,GAA850 FXN act,NPR1 activator,ssDAF12 agonist,hgDAF12 agonist,hcDAF-12 act,DAX1 inh-1,DAX1 inh-2,HGIII-sPLA2 inh,SMARCA2 activ,GC-B act
COc1cc(CN2CC=C(c3ccc(F)cc3)CC2)cc(OC)c1,0.5,0.4,-4,-1.1,-1.9,-0.8,3.2,-0.7,-4,0,7
CN1CCN(Cc2ccc(N)cc2)CC1,0.4,0.9,3,-1.5,1.4,-0.4,3.6,-0.2,2,-1,1
CC(=O)NC(Cc1ccc(N(CCCl)CCCl)cc1)C(=O)NCC(=O)NCC(=O)O (configuration not stated),0.4,0.4,0,-0.8,-0.7,-0.8,-0.6,-0.2,3,-2,0
CCCC(=O)NC(Oc1ccc(C(C)=O)cc1)C(Cl)(Cl)Cl (configuration not stated),-0.2,0.2,1,-0.9,-0.7,-0.3,0.4,0.3,-1,0,3
COc1cc([N+](=O)[O-])c2nc(C)ccc2c1[N+](=O)[O-],-0.5,2.4,0,-1.0,-2.8,-2.5,-0.1,-1.9,-1,2,-1
CN1C(=O)/C(=C/c2ccc(Cl)s2)C(=O)NC1=S,0.2,-1.0,23,0.1,1.2,1.0,-0.3,0.1,-3,-3,23
Cc1ccc(S(=O)(=O)N2Cc3cc(-c4ccccc4)ccc3-n3nncc3C2)cc1,-0.5,·,-3,-0.7,0.5,0.0,·,0.3,4,-2,1
CCOC(=O)[C@]1(C#N)[C@@H]2C=CC(C(C)=O)=CN2[C@@H](C(N)=O)[C@@H]1c1ccsc1,3.1,1.1,1,-0.5,0.3,-0.8,0.2,-0.4,-6,-1,-5
Cc1ccc2c(c1)CC1(CN2C)C(=O)NC(=O)N(C(C)C)C1=O (configuration not stated),0.8,-1.4,2,0.2,0.1,1.2,1.4,0.7,1,-2,5
CC(Cc1ccccc1Sc1ccccc1)N(C)C (configuration not stated),-0.5,3.3,-11,-1.4,0.6,-1.4,-1.3,-0.3,-14,2,-11
Cn1c(=O)n(CC(=O)N2CCC3(CC2)OCCO3)c(=O)c2ccccc21,-0.4,0.6,4,-1.2,2.1,-0.4,1.3,0.9,6,0,0
O=C1NC(=O)N(Cc2ccccc2)C(=O)/C1=C/C=C/c1ccco1,-0.4,4.7,20,-1.5,3.0,-1.4,-1.1,-0.4,-10,1,10
Cc1ccc(-c2nc3ccccc3c(=O)n2-c2cccnc2)cc1,0.0,2.0,-2,-1.1,1.6,-1.9,-1.1,-0.5,-3,0,3
COc1cccc(N=Cc2c(O)n(Cc3ccco3)c(=O)[nH]c2=O)c1,-3.6,1.1,-3,-1.2,0.4,-0.1,0.6,1.3,-1,-2,2
NCCCN1CCN(c2ccccc2)CC1,0.0,1.5,6,-1.3,1.5,0.4,-1.2,-0.4,5,0,-2
COc1ccccc1N1CCN(C(CNC(=O)Oc2ccccc2)c2cccnc2)CC1 (configuration not stated),-0.2,1.0,-1,-1.5,0.6,-0.8,0.3,-0.2,-2,0,0
CCOc1ccc(N)cc1,0.2,1.4,-3,-1.2,4.7,1.3,0.6,2.4,6,0,-5
O=C(Cc1ccccc1)N1CCN(Cc2ccc(Cl)cc2)CC1,-0.3,0.1,-6,-1.0,-0.7,-0.1,-2.0,-0.4,0,-1,-1
Cc1ccc(C)c(NC(=O)CCNC(=O)N2C[C@H]3C[C@@H](C2)c2cccc(=O)n2C3)c1,0.1,1.1,-1,0.5,1.6,0.1,1.0,0.3,11,-1,4
CCOc1ccc(C(=O)OC2CC3CCC(C2)N3C)cc1 (configuration not stated),0.0,1.9,2,0.7,0.0,0.0,1.0,0.3,-3,0,10
CCOC(=O)[C@]12Cc3cc(C)ccc3[C@H]1N(C)C(=O)c1ccccc12,-0.3,·,-5,-0.8,2.2,-1.0,·,0.3,3,-4,-7
C=C1C(=O)[C@@]23C[C@H]4[C@@H]5[C@@]6(C)CCC[C@@]57[C@@H]2[C@@H](O)[C@@H]1C[C@H]3[C@H]7N4C6,0.1,-11,4,-1.2,-3.0,0.5,1.7,-2.9,1,4,2
COC(=O)c1ccc(NC(=O)CSc2nc3ccc(N4C(=O)C5C6C=CC(C6)C5C4=O)cc3s2)cc1 (configuration not stated),0.2,-5.3,4,-2.8,-12,-6.8,-4.5,-4.0,-49,-8,-2
O=P(O)(O)Oc1ccccc1P(=O)(c1ccccc1)c1ccccc1,-0.2,1.8,-4,-0.5,2.0,-0.6,2.0,-0.1,0,3,0
CCCCc1cc(=O)oc2cc(OCC(=O)N3C[C@H]4C[C@@H](C3)c3cccc(=O)n3C4)c(Cl)cc12,0.9,-0.1,0,-1.3,-1.5,-1.1,0.1,-1.5,-2,0,13

# Next section:
SMILES,proKLK7 act,GAA850 FXN act,NPR1 activator,ssDAF12 agonist,hgDAF12 agonist,hcDAF-12 act,DAX1 inh-1,DAX1 inh-2,HGIII-sPLA2 inh,SMARCA2 activ,GC-B act
CCc1c(C)nc(N)nc1N1N=C1SCC(=O)OC,0.1,0.6,-2,-2.3,1.0,0.3,0.8,-0.1,0,-1,-2
O=c1c2ccccc2nc(CSc2ncnc3nc[nH]c23)n1-c1ccccc1Cl,0.2,1.2,-16,-1.2,-2.5,-2.1,1.3,-0.5,-17,-1,-13
CCCNC(=O)N1[C@H]2CC[C@@H]1C(C(=O)OC)=C(c1ccc(-c3ccccc3)c(F)c1)C2,-0.1,-4.1,-2,-1.8,-5.9,-4.5,-3.0,-1.6,-12,-4,10
O=C1/C(=C/c2cccc([N+](=O)[O-])c2)N2CCC1CC2,-0.3,0.7,1,-0.5,0.1,2.2,0.6,-0.8,-1,-3,6
COC(=O)C1=C(c2ccccc2)C[C@@H]2CC[C@H]1N2C(=O)N1CCCC1,0.4,0.8,-2,-1.3,1.2,-1.7,1.1,-0.5,5,-1,1
O=C(COc1ccccc1)Nc1ccc(Cl)cc1C(=O)c1ccccc1,0.4,2.5,-6,-0.8,-0.3,-0.3,0.7,-0.2,6,0,-7
CN1C2CCC1C(C(=O)O)C(OC(=O)c1ccccc1)C2 (configuration not stated),-0.4,-0.8,0,-1.3,-1.7,1.9,0.8,0.2,4,-2,1
C#CC[N+]1(C)[C@@H]2CC[C@H]1CC(OC(=O)C(CO)c1ccccc1)C2 (some centres not stated),-0.3,1.1,5,-1.3,-2.4,-2.0,-1.3,-0.2,0,0,4
CN(C)c1ccc(NC(=O)CN2C(=O)CN=C(c3ccccc3)c3cc(Cl)ccc32)cc1,-0.4,-2.2,7,-1.4,-3.3,-1.6,0.4,-0.8,7,3,-2
Cc1cc(OC(C)C(=O)NCC(O)c2ccccc2)c2c3c(c(=O)oc2c1)CCC3 (configuration not stated),7.4,0.0,-6,-0.9,-0.8,2.4,-0.9,-3.3,-1,1,-8

# This is a subset; count on the stated rates, not on these rows.
